mHTT-CaM PPI inh = inhibitors of human mutant huntingtin-calmodulin interaction; inhibition, % at 15 µM; AlphaScreen His-mHTT/GST-CaM binding, luminescence; 3.6% of 190,000 active; P42858;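 note: 0% = both proteins with DMSO and 100% = one protein alone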
Pf apPOL block = Pf-apPOL DNA polymerase inhibition; Recombinant Pf-apPOL, molecular beacon fluorescence, 1.5 h; 0.25% of 210,000 active; inhibition, % at 10 µM
Numbers without * were called inactive; · = not tested or not shown; & = joins results of further samples. Cut-off read from the data, not from the text of the source: active = inhibition above about 50%; inactive = the rest.

SMILES	mHTT-CaM PPI inh	Pf apPOL block
O=C(NCCCN1CCOCC1)c1ccc2c(c1)NC(=O)C(N1CCCCC1)S2 (stereo not drawn)	4.0	-8.5
CC(C)n1cnnc1C1CCCN(C(=O)c2n[nH]c3ccccc23)C1 (stereo not drawn)	1.9	2.8
Cc1cc(C)c2c(-n3cccc3)c(C(=O)NCCO)sc2n1	1.0	-3.4
NC(=O)C1CCCN(C(=O)c2ccc(F)cc2F)C1 (stereo not drawn)	-11.7	4.1
O=C1OC(c2cccc(Br)c2)=N/C1=C\c1ccccc1Br	5.0	4.1
O=C(CCN1C(=O)C2C3C=CC(CC3)C2C1=O)Nc1ccc(OC(F)(F)F)cc1 (stereo not drawn)	-2.0	-2.3
Cc1ccc(S(=O)(=O)N(CC(=O)N2CCOCC2)c2ccc(Cl)cc2C)cc1	26.7	-12.1
Fc1ccccc1C1C=C(c2cccnc2)Nc2nc3ccccc3n21 (stereo not drawn)	3.0	-3.4
Nc1nc(N)nc(-c2ccccc2C(F)(F)F)n1	·	1.4
Cc1ccccc1-n1c(=O)n(C2CC2)c(=O)c2c1ncn2Cc1cccc(F)c1	1.5	-2.7
COC(=O)C(C)Oc1ccc2cc(-c3ccc(OC)c(OC)c3)c(=O)oc2c1 (stereo not drawn)	-85.7	-2.8
COc1ccc(NS(=O)(=O)c2ccc(NS(=O)(=O)c3ccc(OC)cc3)cc2)cc1	3.8	-5.8
O=C(COc1ccc([N+](=O)[O-])cc1)Nc1cccc2nsnc12	6.8	-4.6
Cn1cnc2c(sc3nc4c(cc32)COC(C)(C)C4)c1=O	-1.6	1.0
O=C(/C=C1\Sc2ccccc2NC1=O)NCCCN1CCN(c2ccc(F)cc2)CC1	74.0*	-16.6
CCc1onc(C)c1C1CCCN1C(=O)c1c(Cl)cnn1C (stereo not drawn)	3.1	-1.1
Cc1cc(S(=O)(=O)N2CCc3nc(-c4ccccc4)ncc3C2)ccc1F	-0.5	-0.1
CCCc1cc(=O)[nH]c2nnc(SCc3ccccc3F)n12	2.0	5.2
CCc1nn(-c2ccccc2)c(CC)c1C(=O)N1CCN(CC)CC1	12.4	-2.8
COC(=O)c1ccc2c(c1)C(=O)C(=Cc1ccc(C(C)C)cc1)O2	10.3	-4.5
O=C(CCC1CCCN(c2cc(NC3CC3)ncn2)C1)NCCc1cccnc1 (stereo not drawn)	0.0	-3.1
CC(C)COc1ccc(C(=O)Nc2cccc(NC(=O)c3ccccc3Cl)c2)cc1	11.1	-0.9
Cc1ccc2c(c1)C1CS(=O)(=O)N(CCc3ccccc3)C(=O)N1C2 (stereo not drawn)	-8.9	-1.9
Cc1ccc(-n2c(SCC(=O)N3CCCC3)nc3c(c2=O)SCC3)cc1	-5.0	1.0
N#CC1=C(N)Oc2cc(N)ccc2C1c1ccc(OCc2ccccc2)cc1 (stereo not drawn)	13.4	-5.8
O=c1c(=O)n(-c2ccccc2)ccn1Cc1cccc(C(F)(F)F)c1	-14.0	-6.0
CC1CCCCN1C(=O)c1cc2n(n1)C(C(F)(F)F)CC(c1cccs1)N2 (stereo not drawn)	30.0	6.6
CCN(Cc1ccccc1)S(=O)(=O)c1ccc(C(=O)Nc2nnc(C3CC3)o2)cc1	72.0*	-63.0
COc1ccc(C2=C/C(=C/c3cc(Br)c(OC)c(OC)c3)C(=O)O2)cc1	-8.0	21.1
Cc1ccc2n1CCN(C(=O)Nc1ccc(F)c(Cl)c1)C2C(C)C (stereo not drawn)	62.1*	-8.0
CC(C)CNC(=O)c1cn(-c2ccc(Cl)cc2)nn1	-1.8	1.0
O=C(C1CC1c1ccccc1)N1CCOCC1 (stereo not drawn)	1.2	-10.1
COC(=O)C(C)Oc1ccc2oc(=O)c(-c3ccc(OC)c(OC)c3)c(C)c2c1 (stereo not drawn)	0.5	-7.4
CSc1ccc(/C=C(\C#N)c2nc3ccccc3[nH]2)cc1	-17.6	-1.7
CC(=O)c1c(C)oc2ccc(OCc3ccccc3)cc12	-24.1	6.5
O=C(c1cc2n(n1)C(C(F)(F)F)CC(c1ccc(Cl)c(Cl)c1)N2)N1CCCC1 (stereo not drawn)	8.0	35.2
CCOc1cc(C=O)cc(Br)c1OCc1ccc(C(=O)O)cc1	1.8	-0.6
COc1cc2[nH]c(=O)n(CCCCCC(=O)NCCCN3CCCC3=O)c(=O)c2cc1OC	1.0	1.9
CCOc1ccc(N(CC(N)=O)S(=O)(=O)c2ccc(OC)c(OC)c2)cc1	-2.5	2.2
C=CCn1c(=N)c(C(=O)NCCc2ccccc2)cc2c(=O)n3ccccc3nc21	-1.0	-6.0
O=C(C1=C(O)C(=O)N(CCCn2ccnc2)C1c1ccco1)c1cccs1 (stereo not drawn)	-0.9	-1.5
CCOC(=O)N1CCc2c(sc(NC(=O)c3cc4ccccc4o3)c2C(N)=O)C1	15.2	6.0
CN1C(=O)c2ccc(C(=O)O)cc2C1=O	-1.4	6.3
O=C1CN(C(=O)c2ccccc2Br)C(c2ccc(F)cc2)c2cc(Cl)ccc2N1 (stereo not drawn)	-3.0	-7.2
COc1ccc(N=c2oc3c(C)ncc(CO)c3cc2C(=O)Nc2ccccc2F)c(OC)c1	10.0	-1.6
Cc1ccc(S(N)(=O)=O)cc1NC(=O)c1ccc(Br)o1	-4.3	1.6
Fc1ccccc1C1C=C(c2cccc(Br)c2)Nc2nnnn21 (stereo not drawn)	6.0	-7.6
CCN1CCc2nc(N)oc2CC1	·	6.5
O=C(Cc1ccc(NC(=O)c2cc(-c3ccco3)on2)cc1)NCC(F)(F)F	1.4	2.3
COc1ccc(C2=NOC(C(=O)Nc3cccc(O)c3)C2)cc1OC (stereo not drawn)	4.6	-0.6

(list continues)
SMILES	mHTT-CaM PPI inh	Pf apPOL block
O=C(NCc1cc(F)ccc1F)C1CCc2sc(C(=O)N3CCOCC3)cc2C1 (stereo not drawn)	0.7	-0.5
COc1c(Cl)cc(/C=C2/SC(=N)NC2=O)cc1Cl	2.0	-5.3
COc1ccc(C(C#N)N2N=C(C)CC2c2ccccc2)cc1OC (stereo not drawn)	5.0	5.3
COc1ccc(OCC(=O)Nc2ccc(NC(=O)c3cc4ccccc4o3)c(OC)c2)cc1	-2.0	3.0
Cc1noc(C2(NC(=O)c3cc(F)cc(F)c3)CCCCC2)n1	-2.7	5.3
CCCC(=O)Nc1ccc(NC(=O)Cc2ccccc2)cc1	0.6	-6.0
O=C1OC(c2cccc(F)c2)=N/C1=C/c1ccc([N+](=O)[O-])cc1	-6.0	-2.4
CCOC(CNC(=O)c1ccc2c(c1)nc(C)n2-c1ccccc1OC)OCC	7.0	-1.0
COc1ccc(Cc2c(C)nc(C)nc2N2CCN(C(=O)C(C)(C)C)CC2)cc1	11.5	3.5
COc1ccc(NC(=O)c2ccc(NC(=O)C(C)(C)C)cc2)cc1	4.7	-10.4
O=C1c2ccccc2-c2c1cccc2C(=O)N1CCN(c2ccccn2)CC1	20.0	-2.0
CCCS(=O)(=O)N1CCN(c2ccccn2)CC1	1.1	7.9
COc1cc(OC)c(C2C(C#N)=C(N)Oc3n[nH]c(-c4ccccc4)c32)cc1OC (stereo not drawn)	19.0	-4.9
COc1ccc(OC)c(C2=NOC(C(=O)Nc3ccc(OC)c(OC)c3)C2)c1 (stereo not drawn)	17.5	-3.3
O=C(C1CCC1)N1CCc2cc(S(=O)(=O)N3CCC(N4CCCCC4)CC3)ccc21	-2.8	-6.0
CC(=O)NC(c1ccc(Cl)cc1)c1ccc2cccnc2c1O (stereo not drawn)	100.0*	-0.1
O=C(/C=C/c1ccco1)Nc1ccc2oc(-c3cccc(Cl)c3Cl)nc2c1	13.0	4.8
Cc1cc(=O)[nH]c(SCc2nc3ccccc3n2Cc2ccccc2)n1	2.4	-13.9
CCS(=O)(=O)c1ccc(C(=O)Nc2nnc(-c3cccs3)o2)cc1	21.8	-6.8
NC(=O)c1c(NC(=O)c2ccc(-c3ccccc3[N+](=O)[O-])o2)sc2c1CCCC2	17.3	-5.9

Nothing new here: 16 of the compounds above.
SMILES	mHTT-CaM PPI inh	Pf apPOL block
COc1c(Cl)cc(/C=C2/SC(=N)NC2=O)cc1Cl	2.0	-5.3
COc1ccc(C(C#N)N2N=C(C)CC2c2ccccc2)cc1OC (stereo not drawn)	5.0	5.3
COc1ccc(OCC(=O)Nc2ccc(NC(=O)c3cc4ccccc4o3)c(OC)c2)cc1	-2.0	3.0
Cc1noc(C2(NC(=O)c3cc(F)cc(F)c3)CCCCC2)n1	-2.7	5.3
CCCC(=O)Nc1ccc(NC(=O)Cc2ccccc2)cc1	0.6	-6.0
O=C1OC(c2cccc(F)c2)=N/C1=C/c1ccc([N+](=O)[O-])cc1	-6.0	-2.4
CCOC(CNC(=O)c1ccc2c(c1)nc(C)n2-c1ccccc1OC)OCC	7.0	-1.0
COc1ccc(Cc2c(C)nc(C)nc2N2CCN(C(=O)C(C)(C)C)CC2)cc1	11.5	3.5
COc1ccc(NC(=O)c2ccc(NC(=O)C(C)(C)C)cc2)cc1	4.7	-10.4
O=C1c2ccccc2-c2c1cccc2C(=O)N1CCN(c2ccccn2)CC1	20.0	-2.0
CCCS(=O)(=O)N1CCN(c2ccccn2)CC1	1.1	7.9
COc1cc(OC)c(C2C(C#N)=C(N)Oc3n[nH]c(-c4ccccc4)c32)cc1OC (stereo not drawn)	19.0	-4.9
COc1ccc(OC)c(C2=NOC(C(=O)Nc3ccc(OC)c(OC)c3)C2)c1 (stereo not drawn)	17.5	-3.3
O=C(C1CCC1)N1CCc2cc(S(=O)(=O)N3CCC(N4CCCCC4)CC3)ccc21	-2.8	-6.0
CC(=O)NC(c1ccc(Cl)cc1)c1ccc2cccnc2c1O (stereo not drawn)	100.0*	-0.1
O=C(/C=C/c1ccco1)Nc1ccc2oc(-c3cccc(Cl)c3Cl)nc2c1	13.0	4.8

New compounds follow.
SMILES	mHTT-CaM PPI inh	Pf apPOL block
CC(C)=CC1C=C(C)C(C)C2C(=O)NNC(=O)C12 (stereo not drawn)	4.7	2.1
O=S(=O)(NCCc1ccncc1)c1cc(C(F)(F)F)cc(C(F)(F)F)c1	·	9.9
CCSc1nnc(-c2nn(C)c3c2CN(C(=O)C2CCC2)CC3)n1C	0.1	0.3
C=C(C)COc1ccc2c(-c3cc4cccc(OC)c4oc3=O)cc(=O)oc2c1	5.7	-2.0
Cc1ccccc1Nc1c(N)c(=O)oc2ccccc12	37.0	0.7
O=C(NCCN1CCCC1)C1CCN(c2ccc(Br)cc2)C1=O (stereo not drawn)	12.5	7.2
Cc1cc(C)nc(NS(=O)(=O)c2ccc(-n3cccc3)cc2)n1	14.0&8.5	-24.0&-4.0&5.6
COc1ccc(C(F)(F)F)cc1NC=Cc1nnnn1-c1ccc2ccccc2c1	·	-12.7
Cc1ccc(NC(=O)Cn2cccc2-c2nnc(C3CC3)o2)c(Cl)c1	-2.4	-3.1
CCCCC(=O)NC(c1cccc([N+](=O)[O-])c1)c1ccc2cccnc2c1O (stereo not drawn)	100.0*	-7.4
CCc1ccc(NC(=O)c2c(C)sc3c(=O)n(C4CC4)cnc23)cc1	20.8	-8.4
Cc1ccc(CNC(=O)CC(C(=O)N2CCc3ccccc32)n2ccnc2)cc1 (stereo not drawn)	21.0	-7.6
O=C(NCc1ccc2c(c1)OCO2)C(=O)Nc1ccccc1	3.0	-8.5
COc1ccc(-c2nc3n(n2)C(c2ccc(OC)c(OC)c2)C2=C(CCCC2=O)N3)cc1 (stereo not drawn)	16.3	-0.8
c1ccc(-c2csc(Nc3nc(N4CCOCC4)nc(N4CCOCC4)n3)n2)cc1	-2.0	3.6
O=c1c2sccc2nc(SCc2cc(=O)n3cc(Cl)ccc3n2)n1Cc1ccccc1	0.0	-3.5
O=C(O)C1C2C=CC(O2)C1C(=O)NCCC1=CCCCC1 (stereo not drawn)	2.6	1.1
CCCN(C)C1CN(Cc2cn(Cc3cc(C)cc(C)c3)nn2)S(=O)(=O)C1 (stereo not drawn)	0.6	1.6
Cc1cccc(N2CC(C(=O)NCCN(C)C)CC2=O)c1 (stereo not drawn)	-3.0	-2.6
CCSc1nc2ccccc2[nH]1	-0.2	-2.5
O=C1CSc2ccc(C(=O)NCc3ccc4c(c3)OCO4)cc2N1	-2.0	-3.8
CCCCNC(=O)C(=O)NCCCn1ccnc1	-0.6	·
Cc1noc(-c2ccc(C(C)(C)C)cc2)c1C(=O)NCc1ccccc1	5.9	-5.3
Cc1cc([N+](=O)[O-])nn1CC(=O)Nc1cccc(F)c1C#N	-3.0	-4.0
Cc1ccc(NC(=O)N2CCc3nc(-c4ccccc4)ncc3C2)c(C)c1	-1.2	4.6
O=S(=O)(NCC1(c2cccs2)CC1)c1ccc(Br)cc1	-12.8	-7.4
CC(C)c1cccc(NC(=O)Cn2cc(-c3nc(-c4cccs4)no3)ccc2=O)c1	-6.5	-2.5
COc1ccc(N2C(=O)CSC2c2cccc(F)c2)cc1Cl (stereo not drawn)	8.0	-3.0
COc1ccc(N2CC(C(=O)Nc3ccc(C)cc3)CC2=O)cc1 (stereo not drawn)	-2.2	1.0
Fc1cccc(C2CC(c3cccc(Br)c3)Nc3ncnn32)c1 (stereo not drawn)	4.0	-6.2
O=C(c1cccnc1)N1CCN(C(=O)c2ccco2)CC1	-8.2	-3.3
O=C(COc1ccc(Cl)cc1Cl)Nc1ccccc1F	-4.9	-3.7
CCC(=O)NC1C2CC3CC(C2)CC1C3 (stereo not drawn)	-7.6	2.1
CC(=O)C1=C(O)C(=O)N(c2ccc(Br)cn2)C1c1ccc([N+](=O)[O-])cc1 (stereo not drawn)	5.6	-3.9
COCCNC(=O)c1cc(-c2ccccc2)nc2ccccc12	-2.1	2.8
O=c1cc(CSc2nc3ccccc3c3nc4ccccc4n23)nc2ccc(Cl)cn12	-2.0	-2.5
CCOc1cc(-c2nc(-c3ccc(OC)cc3)no2)cc(OCC)c1OCC	-5.9	-0.2
Cc1ccc(NC(=O)Nc2nnc3ccccn23)cc1Cl	1.8	-8.1
Cc1ccccc1N=C1NC(=O)C(CO)(CO)S1	2.0	-5.0
O=C(NCCc1csc(-c2cccs2)n1)C1CCN(C(=O)C2CCCC2)CC1	6.2	-5.1
CCCNC(=O)c1nnn(-c2ccc(F)cc2)c1-c1ccncc1	-2.5	-0.5

High-throughput results deposited in PubChem BioAssay by University of Kansas High Throughput Screening Laboratory.
